# TDP1 inh: qHTS Assay for Inhibitors of Tyrosyl-DNA Phosphodiesterase (TDP1); Tyrosyl-DNA phosphodiesterase 1 (Homo sapiens), Q9NUW8; recombinant TDP1, AlphaScreen DNA substrate cleavage; Potency, µM (highest dose often 130 µM), without a hit: at the top dose activity change, negative = inhibition, most hits filed as inhibitors; 350,000 tested, 0.28% active; AID 485290, 2010; also: nearly all actives have a fitted effect of over 40% in size
# Target sequence (Q9NUW8 whole entry, looked up): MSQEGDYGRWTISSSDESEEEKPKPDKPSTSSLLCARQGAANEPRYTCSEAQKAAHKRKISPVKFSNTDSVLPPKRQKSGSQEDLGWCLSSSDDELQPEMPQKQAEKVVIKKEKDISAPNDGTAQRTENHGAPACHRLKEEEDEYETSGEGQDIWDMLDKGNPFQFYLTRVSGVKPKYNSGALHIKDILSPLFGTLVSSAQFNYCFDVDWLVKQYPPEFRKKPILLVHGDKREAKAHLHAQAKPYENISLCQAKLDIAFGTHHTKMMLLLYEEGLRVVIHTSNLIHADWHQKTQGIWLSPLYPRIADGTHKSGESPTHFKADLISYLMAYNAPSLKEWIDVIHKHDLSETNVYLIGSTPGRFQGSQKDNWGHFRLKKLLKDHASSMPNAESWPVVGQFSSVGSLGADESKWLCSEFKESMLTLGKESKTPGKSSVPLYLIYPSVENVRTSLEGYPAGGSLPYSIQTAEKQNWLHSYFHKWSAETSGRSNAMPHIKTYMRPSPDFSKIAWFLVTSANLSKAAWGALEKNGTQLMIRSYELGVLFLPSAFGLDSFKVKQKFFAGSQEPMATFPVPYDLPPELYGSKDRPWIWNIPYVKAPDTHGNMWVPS
#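 Recombinant E. coli-expressed Tdp1 (1 nM) preincubated with compound 15 min at RT, then 5'-biotin/3'-phosphotyrosine-FITC DNA substrate (15 nM) added for 5 min. AlphaScreen beads (10 ug/ml) added, 10 min RT; tyrosine-FITC cleavage read as signal loss.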
# DT40 TDP1 no CPT: qHTS for Inhibitors of human tyrosyl-DNA phosphodiesterase 1 (TDP1): qHTS in cells in absence of CPT. DT40 Tdp1-/- hTDP1 cells, no CPT, ATP luminescence, 48 h. Potency, µM (top dose mostly 46.2 µM), inactives show at the highest dose activity change, negative = growth inhibition, usual class: inhibitors. 420,000 tested, 15% active; also: nearly all actives have a fitted effect of over 55% in size
#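 Readout: luminescence from CellTiter-Glo after 30 min in the dark at RT. Cells: DT40 Tdp1-/- with stable hTDP1, 400/well. Exposure: compounds alone, ≥48 hr, 37 °C.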
# DT40 TDP1 CPT: qHTS for Inhibitors of human tyrosyl-DNA phosphodiesterase 1 (TDP1): qHTS in cells in presence of CPT; chicken DT40 Tdp1-/-;hTDP1 cells + 20 nM CPT, ATP luminescence, 48 h; Potency, µM (series often up to 46.2 µM), inactives show at the highest dose activity change, negative = growth inhibition, usual class: inhibitors; 420,000 tested, 12% active; also: nearly all actives have a fitted effect of over 55% in size
#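 Chicken DT40 Tdp1-/- cells complemented with human TDP1, 400 cells/well, exposed to compounds plus 20 nM camptothecin for at least 48 h at 37 C; viability read as ATP content by CellTiter-Glo luminescence.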
# Active calls of the source: *; ? = inconclusive; nt = no result given; & = joins results of further samples; [ ] = dose if it differs, or a comment. Calls follow the shape of the dose curve; as a rule, active = well fitted curve in the direction sought with a large enough effect; inconclusive = small, poorly fitted or top-dose-only effect, or another doubt; inactive = no such curve, though single readings can be large; an effect the other way counts as inactive or inconclusive. % is scaled to controls: 0 for no effect and ±100 for the full control effect; potency is read from the fitted curve at half-maximal effect.
SMILES,TDP1 inh,DT40 TDP1 no CPT,DT40 TDP1 CPT
CC(=O)N1CCSc2ccc(S(=O)(=O)Nc3ccccc3C)cc21,5.9%,-44.9%,?
CC(C)(C)C(=O)CN1C(=O)NC(C)(Cc2ccc3c(c2)OCO3)C1=O (configuration not stated),-0.7%,1.8%,6.9%
O=C(CC[C@H]1O[C@@H](n2cnc3c(NC(=O)c4ccccc4)ncnc32)[C@H](O)[C@@H]1O)NCC(c1ccccc1)c1ccccc1,nt,-21.4%,-22.3%
O=S(=O)(c1ccc(Cl)cc1)N1CCCc2ccccc21,nt,-25.2%,-21.3%
CCCC(C)c1nc(C(N)=O)c2[nH]c(=O)n(-c3ccc(OC)cc3OC)c2n1 (configuration not stated),5.6%,?,?
Cc1ccc(NC(=O)CN2C(=O)COc3ccc(S(=O)(=O)N4CCCCC4)cc32)cc1Cl,-2.6%,?,?
Cc1ccc(S(=O)(=O)N2CCOC2CNC(=O)C(=O)NCc2ccc(Cl)cc2)cc1 (configuration not stated),1.8%,20.6µM*,?
CCOc1ccccc1CN1CCNC(=O)C1CC(=O)NCCN1CCOC1=O (configuration not stated),1.3%,23.8%,-9.0%
O=c1c(CCc2ccccc2)nc2cnc(N3CCNCC3)nc2n1CCc1ccccc1,nt,?,?
Oc1oc(-c2ccccc2)nc1C=Nc1cccc2ccccc12,?,15.8µM*,?
COc1ccccc1N1CCN(c2ncnc3c2nc2n3CCCC2)CC1,6.4%,18.4µM*,18.4µM*
O=C(Nc1cccc(Cc2ccccc2)c1)Nc1cccc2[nH]c([C@@H]3O[C@H](CO)[C@@H](O)[C@H](O)[C@H]3O)nc12,nt,-13.9%,-19.4%
CSc1ccc(S(=O)(=O)Nc2ccccc2C(=O)N2CCOCC2)cc1,2.4%,6.1%,1.2%
COCCN(C(=O)C1CC(=O)N(Cc2ccc(C)cc2)C1)c1c(N)n(CC(C)C)c(=O)[nH]c1=O (configuration not stated),-3.1%[56.1 µM],21.1%,?
Cc1ccc(-c2nc3ccc(Br)cn3c2Cc2ccccc2C(F)(F)F)cc1,nt,?,16.4µM*
CCCCn1c2ccc(F)cc2c2nnc(SCCN3CCOCC3)nc21,nt,29.1µM*,?
CN(CC(=O)Nc1cc(Cl)ccc1C#N)C1CCS(=O)(=O)C1 (configuration not stated),0.9%,-2.4%,1.1%
CCOC(=O)CN1C(=O)NC2(CCCc3ccccc32)C1=O (configuration not stated),nt,2.4%,5.4%
COCCNC(=O)Cn1nc(C(F)(F)F)c(Br)c1C,3.4%,4.9%,0.7%
COc1cc(-c2cnc3ccccc3c2)cc2c1OCCN(C(=O)CCC(=O)c1ccc(F)cc1)C2,nt,-22.0%,11.4%[9.04 µM]
O=C(CSc1ccccc1)N1CCN(c2ccccc2)CC1,0.0%,-0.5%,-16.9%
COc1cc(NC(=O)Cc2c(C(=O)O)[nH]c3ccccc23)cc(OC)c1OC,2.0%,0.6%,6.7%
O=C(Nc1ccc2ccccc2c1)N1CCCN(CCOc2ccccc2)CC1,1.3%,4.11µM*,4.61µM*
Cc1ccn2cc(C(=O)N3CCN(c4cnn(-c5ccccc5)c(=O)c4Cl)CC3)nc2c1,2.3%,?,-22.0%
Cc1nnnn1/C(=C\c1ccccc1)C(=O)OCC(=O)N1CC2(C)CC1CC(C)(C)C2 (configuration not stated),5.5%,14.6µM*,13µM*
CCOC(=O)CSc1cn2c(n1)CCC2,0.0%,2.3%,-16.5%
COc1ccc(CNC(=O)Cc2c(C)c3cc4c(C)coc4cc3oc2=O)cc1,0.0%,-14.9%,-5.7%
O=C(O)C(C(O)c1ccccc1)[n+]1ccccc1 (configuration not stated),2.0%,-17.3%,-5.4%
COc1ccc(NC(=O)Cn2c(=O)n(Cc3ccco3)c(=O)c3oc4ccccc4c32)cc1Cl,2.6%,-29.0%,-18.3%
Cc1ccc(-n2nc3c(N4CCC(C(=O)NCCc5ccco5)CC4)nnc(C)c3c2C)cc1,3.5%,?,20.6µM*
O=C(CSc1nnnn1C1CCCCC1)Nc1nc2c(s1)CCCC2,11.2%,20.6µM*,14.6µM*
CC(=O)CC1c2cc(F)ccc2C=C(c2ccsc2)N1c1ccc(C#CC2(O)CCCCC2)cc1 (configuration not stated),nt,23.1µM*,?
COC(=O)C1=C(C(=O)OC)[C@@H]2N(Cc3ccccc3)c3ccccc3[C@@]23C[C@@H](C(=O)OC)N(C(=O)COCc2ccccc2)C3=N1,16.4%[12.3 µM],?,?
COc1ccc(S(=O)(=O)NCc2ccncc2)cc1OC,2.0%,14.1µM*,12.6µM*
OC[C@@H]1CN(Cc2ccc(Cl)cc2)C[C@H](n2cnc3c(NC4CCCC4)ncnc32)O1,nt,?,20.6µM*
CCC(C)(C)NC(=O)C(c1ccc(C)cc1)N(CC1CCCO1)C(=O)CCC(=O)Nc1ccccn1 (configuration not stated),4.0%,-7.8%,-15.6%
Cc1cccc(-c2noc(CSc3nc(-c4ccc(F)cc4)cc(=O)[nH]3)n2)c1,2.7%,-17.8%,-8.3%
Cc1ccc(C)c(S(=O)(=O)NCC(=O)NCc2ccco2)c1,0.0%,-0.8%,-0.8%
Cc1ccc(NC(=O)Nc2ccc3snnc3c2)cc1C,2.5%,?,?
CC(=O)N1CSCC1C(=O)NNS(=O)(=O)c1cccc(C(F)(F)F)c1 (configuration not stated),-2.7%,-8.6%,12.2%

# Limited to TDP1 inh (2 entries from above):
canonical_smiles	TDP1 inh
Cc1ccc(NC(=O)Nc2ccc3snnc3c2)cc1C	2.5%
CC(=O)N1CSCC1C(=O)NNS(=O)(=O)c1cccc(C(F)(F)F)c1 (configuration not stated)	-2.7%

# Among those listed so far, 5 contain an NH in an aromatic ring:
SMILES,TDP1 inh,DT40 TDP1 no CPT,DT40 TDP1 CPT
CCCC(C)c1nc(C(N)=O)c2[nH]c(=O)n(-c3ccc(OC)cc3OC)c2n1 (configuration not stated),5.6%,?,?
O=C(Nc1cccc(Cc2ccccc2)c1)Nc1cccc2[nH]c([C@@H]3O[C@H](CO)[C@@H](O)[C@H](O)[C@H]3O)nc12,nt,-13.9%,-19.4%
COCCN(C(=O)C1CC(=O)N(Cc2ccc(C)cc2)C1)c1c(N)n(CC(C)C)c(=O)[nH]c1=O (configuration not stated),-3.1%[56.1 µM],21.1%,?
COc1cc(NC(=O)Cc2c(C(=O)O)[nH]c3ccccc23)cc(OC)c1OC,2.0%,0.6%,6.7%
Cc1cccc(-c2noc(CSc3nc(-c4ccc(F)cc4)cc(=O)[nH]3)n2)c1,2.7%,-17.8%,-8.3%

# (cont.)
SMILES,TDP1 inh,DT40 TDP1 no CPT,DT40 TDP1 CPT
COc1ccccc1N1CCN(CCC(=O)Nc2cccc(Cl)c2)CC1,nt,-12.3%,-13.7%
C/C=C(\C)C(=O)O[C@H]1C[C@@]2(C)CCC(C(C)C)C2(O)CC[C@@]1(C)O (some centres not stated),5.0%,-12.4%[9.04 µM],-8.4%[9.04 µM]
O=C(c1ccco1)N1CCC[C@@]2(CCN(c3ccncc3)C2)C1,nt,-29.8%,13.2%
COc1ccccc1Nc1nc(-c2ccccc2O)nc2ccccc12,7.2%,?,?
O=S(=O)(Nc1ccc2nc(N3CCOCC3)sc2c1)c1ccc(Cl)cc1,4.2%,?,-28.8%
CCCCn1nnnc1NCc1ccc(C)s1,4.2%,-10.8%,-0.4%
CC(C)(Oc1ccc(Cl)cc1)C(=O)OCC(=O)N1CCN(c2ccccc2)CC1,4.2%,-15.4%,0.1%
Cc1ccc2cc(CCNC(=O)c3cc4ccccc4o3)c(=O)[nH]c2c1C,2.3%,?,?
CN1Cc2cc(C(=O)c3ccccc3O)cnc2NC1=O,6.6%,?,?
CCOC(=O)C1CCCN(C(=O)c2ccccc2SCCOC)C1 (configuration not stated),4.4%,-3.5%,-9.7%
CCC(C)(C)NC(=O)C(c1cccs1)N(CC1CCCO1)C(=O)Cn1nnc2ccccc21 (configuration not stated),0.0%,-8.3%,-8.2%
CC(Oc1ccc(Br)cc1)C(=O)Nc1ccc(N2CCOCC2)cc1N1CCOCC1 (configuration not stated),nt,?,?
N#CCOc1nc(N2CCCC2)nc(N2CCCC2)n1,-5.1%,?,?
Cc1ccc(C)c(NC(=O)Cn2c(=O)n(-c3ccc(CC(=O)NCC4CCCO4)cc3)c(=O)c3ccccc32)c1 (configuration not stated),1.6%&4.5%,9.6%,-4.0%
Cc1ccccc1C(=O)N1CCN(c2ccc(NC(=S)NC(=O)c3ccco3)cc2)CC1,nt,25.9µM*,23.1µM*
[N-]=[N+]=NC1CC(CO)OC1n1ccc(=O)[nH]c1=O (configuration not stated),2.2%,-5.4%,16.3%
CCN1C(=O)[C@H]2[C@@H](c3ccc(Cl)cc3)N3C(=O)CN(CCOC)C(=O)[C@@]3(Cc3ccccc3)[C@H]2C1=O,nt,-5.6%,-12.8%
COC(=O)CCNC(=O)Cc1c(C)n(C(=O)c2ccc(Cl)cc2)c2ccc(OC)cc12,1.5%,?,?
CCCc1nnc(SCC(=O)N2CCCCC2)n1CCCOC,2.9%,-13.3%,-17.2%
COc1cccc(CNCC(O)(c2ccc(Cl)cc2)c2ccc(Cl)cc2)c1,0.0%,23.1µM*,23.1µM*
Cc1ccc(NC(=O)COC(=O)c2ccc(Br)o2)cc1S(=O)(=O)N1CCCCC1,0.5%,10.6%,-14.9%
O=C(NCc1ccco1)C(=O)c1cn(CC(=O)N2CCCCCC2)c2ccccc12,5.3%,-9.0%,-1.6%
Cc1cccc(NC(=S)Nc2c(C)n(C)n(-c3ccccc3)c2=O)c1C,0.0%,-23.0%,-22.0%
CC(=O)Nc1ccc(C(=O)N/C(=C/c2ccccc2)C(=O)Nc2cccc(C(=O)O)c2)cc1,-3.5%,0.0%,4.9%
C[C@H](NC(=O)c1ccccc1Cl)C(=O)NCc1cccs1,3.5%,14.2%,-4.4%
Cc1ccc(C(=O)CSc2ccc(-c3ccncc3)nn2)cc1,5.0%,?,?
O=C(c1ccccc1)N1CCCCC1CCN1CCCCC1 (configuration not stated),0.0%,-4.5%,-29.4%
O=C(c1cccnc1)N1CCN(CCCc2ccccc2)CC1,-2.1%,-3.6%,-6.0%
O=C(c1cc2ccccc2o1)N1CCN(c2cccc(Cl)c2)CC1,1.6%,-15.6%,-5.5%
Cc1ccc(C)c(N(C(=O)CNC(=O)c2ccco2)C(C(=O)NC2CCCCC2)c2cccnc2)c1 (configuration not stated),9.8%,-9.7%,0.1%
CCNC(=O)c1sc(=S)n(-c2ccc(C)cc2)c1N,2.0%,-7.7%,0.0%
COc1cccc(NC(=O)C(C#N)Cc2ccncc2)c1 (configuration not stated),0.0%,-2.4%,-13.9%
CCOc1ccc(NC(=O)N2CCC(NC(=O)c3ccco3)CC2)cc1,4.9%,-8.0%,-1.6%
Nc1nnn(Cc2ccccc2)n1,-2.4%,?,-7.3%
O=C(/C=C/c1cccc(F)c1)N(c1ccccn1)C1CCCCC1,5.5%,?,13µM*
COc1ccc(C(=O)N/C(=C/c2ccco2)C(=O)NC2CCS(=O)(=O)C2)cc1 (configuration not stated),1.2%,5.1%,13.9%
CN(CCc1ccccc1)c1cc2c(c3c1ccn3C)C1CCC2O1 (configuration not stated),nt,?,?
C=CCN1C(=O)C(C)(C)N(C(=O)c2cccc([N+](=O)[O-])c2)c2ccccc21,6.6%,?,?
NC(=O)C1(C(N)=O)OC1c1ccc(Cl)cc1Cl (configuration not stated),0.0%,?,?
O=C(Nc1nc(-c2ccccn2)cs1)c1cccc(S(=O)(=O)N2CCOCC2)c1,-0.5%,2.91µM*,4.11µM*
COc1ccccc1-c1cc(C(F)(F)F)nc(S(=O)(=O)CCCC(=O)Nc2cc(C)ccc2O)n1,8.8%,-16.7%,-25.6%
Cc1ccc(C)c(S(=O)(=O)Nc2ccc(-n3cnnn3)cc2)c1,1.9%,?,?
CC(C)c1ccccc1NC(=S)NC(C)c1ccccc1 (configuration not stated),0.0%,16.4µM*,?
c1ccc2c(c1)sc[n+]2CCC1CCCCC1,nt,2.51µM*,5.01µM*
CSc1nc(C(=O)NCc2nc(-c3cccc(NC(=O)c4ccccn4)c3)oc2C)cs1,nt,?,9.6%[9.04 µM]
CC1CCCCN1CCCNC(=O)c1nn(C)c2c1CS(=O)(=O)c1ccccc1-2 (configuration not stated),-0.1%,20.0%,-7.4%
OC[C@@H]1CN(Cc2ccc(-c3ccccc3)cc2)C[C@H](n2cnc3c(Nc4ccccc4)ncnc32)O1,nt,?,4.11µM*
O=C(Cc1ccsc1)NCC(=O)Nc1ccccc1Br,0.4%,-0.8%,-9.4%
O=C(c1cc2c(s1)-c1ccccc1S(=O)(=O)C2)N1CCN(Cc2ccccc2)CC1,0.0%,16.4µM*,18.4µM*
O=C(CCc1nnc(CCCCc2ccccc2)o1)N1CCN(CCO)CC1,nt,-17.6%,-26.5%
CCCCCn1c(CNC(=O)CCC)nc2ccccc21,2.1%,?,?

# From PubChem BioAssay
